Bioassay records as filed in PubChem.
MC4R antag cAMP – human MC4R antagonism in cAMP assay; MC4R-expressing cells, MTII-stimulated cAMP, LANCE TR-FRET; AID 540295; 360,000 compounds, 0.48% hits; inhibition, % at 6.5 µM;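 active = inhibition above its plate's cutoff, the mean of tested wells on that plate plus 3 SD, cut at about 29% in these data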;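 note: 0% = Melanotan II alone and 100% = Melanotan II plus saturating MCL0020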
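system = U2OS cells with stable human MC4R expression | also added = Melanotan II challenge after compound preincubation | dosing = one concentration, 6.5 µM nominal | incubation = compound 30 min, challenge 1 h, detection 1 h | measured by = TR-FRET with Eu-cAMP and labeled anti-cAMP, 671 nm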
NOD2-RIPK2 inh – blocks binding of human NOD2 to RIPK2; O43353; CHO BLA complementation NOD2-RIPK2, CCF4 ratio; inhibition, % at 4.98 µM; 360,000 compounds, 0.38% hits; in the data active = inhibition above about 21%;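 note: 0% = vehicle only and 100% = reference blocker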
N-glyco inh – N-linked glycosylation inhibition; 360,000 compounds, 0.23% hits; D54 ERlucT glycosylation luciferase reporter, 24 h; percent of 100 nM tunicamycin response; reporter increase, % at 12.5 µM; AID 588692;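 active = mean luciferase reporter signal, scaled so untreated is 0 and the glycosylation-blocking control 100, at or above a set limit in every replicate; inconclusive = mean reaches the limit but not every replicate does; inactive = mean below the limit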;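 note: luciferase carries N-glycosylation sites so blocking glycosylation raises the light; 0% = median of neutral control wells and 100% = median of 100 nM tunicamycin wells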
TLR9-MyD88 inh – blocks human TLR9 binding to MyD88 | inhibition, % at 4.98 µM | 340,000 compounds, 0.21% hits | CHO BLA complementation TLR9-MyD88, CCF4 FRET ratio | Q9NR96+Q99836 | AID 504734;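 active = inhibition above the mean over all tested compounds plus 3 SD, cut at about 21% in these data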;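 note: 0% = DMSO only wells and 100% = clavulanate BLA inhibitor control wells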
aDG glyco up – increases alpha dystroglycan glycosylation; 360,000 compounds, 0.22% hits; AID 624168; activation, % at 10 µM; Pro5-aDG cells, alpha-DG glycosylation AlphaScreen (IIH6); 0% Pro5, 100% B10-LARGE cell signal;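 active = activation of at least 8% versus controls, or a plate z-score of at least 8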;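 note: Pro5 are CHO cells carrying HIG-tagged alpha-DG that lacks glycosylation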
Vif inh – inhibitors of HIV Vif; HEK293T cells, Vif self-association by quenched fluorescence, imaging, 24 h; inhibition, % at 7.49 µM; 340,000 compounds, 0.35% hits; AID 602346; in the data active = inhibition above about 50%, passing the limit was not always enough; inconclusive = no clear call, values can overlap the other calls; inactive = below about 31%; note: some results filed as inactive read as strong as hits
MC4R ag barr – human MC4R agonism via beta-arrestin; P32245; U2OS MC4R beta-arrestin complementation, luminescence; percent of melanotan II response, DMSO zero; activation, % at 8.9 µM; 360,000 compounds, 0.98% hits; AID 540308;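 active = activation above a per-plate cutoff, the mean activation of sample wells on that plate plus 3 SD, cut at about 8% in these data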
ABCB6 inh MLPCN – inhibitors of human ABC transporter ABCB6. fluorescence ratio to DMSO, % at 10 µM. AID 602162. K562-ABCB6 porphyrin accumulation, flow cytometry, 1 h; stronger effect = lower value. 360,000 compounds, 0.19% hits;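 active = fluorescence ratio to DMSO below 75%, the collection mean minus 3 SD; inconclusive = too few cells collected in the well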;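 note: signal is porphyrin accumulated inside mitochondria; 100% equals median channel fluorescence of DMSO control wells; lower ratio means ABCB6 inhibition with less porphyrin fluorescence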
ABHD5 PLIN5 PPI – blocks binding of human ABHD5 to perilipin-5; inhibition, % at 4 µM; AID 602281; Q00G26+Q8WTS1; 360,000 compounds, 0.78% hits; Split G. princeps luciferase complementation, luminescence, 4 h;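 active = inhibition above the mean inhibition across every tested compound plus 3 SD, cut at about 22% in these data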;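 note: 0% = DMSO only wells and the 100% control is not disclosed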
Target sequence (Q00G26 whole entry, looked up): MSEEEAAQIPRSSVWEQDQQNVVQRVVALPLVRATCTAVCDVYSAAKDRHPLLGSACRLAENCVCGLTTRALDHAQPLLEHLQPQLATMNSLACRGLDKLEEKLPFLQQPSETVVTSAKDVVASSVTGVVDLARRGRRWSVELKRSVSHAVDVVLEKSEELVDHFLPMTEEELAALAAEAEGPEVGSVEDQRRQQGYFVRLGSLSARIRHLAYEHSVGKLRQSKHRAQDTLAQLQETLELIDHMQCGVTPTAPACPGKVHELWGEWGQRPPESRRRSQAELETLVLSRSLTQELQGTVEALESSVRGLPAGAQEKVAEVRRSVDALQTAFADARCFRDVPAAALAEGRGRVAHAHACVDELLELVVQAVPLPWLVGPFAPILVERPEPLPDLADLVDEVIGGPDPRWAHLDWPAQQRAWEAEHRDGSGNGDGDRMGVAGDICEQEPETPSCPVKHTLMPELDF
Target sequence (Q8WTS1 whole entry, looked up): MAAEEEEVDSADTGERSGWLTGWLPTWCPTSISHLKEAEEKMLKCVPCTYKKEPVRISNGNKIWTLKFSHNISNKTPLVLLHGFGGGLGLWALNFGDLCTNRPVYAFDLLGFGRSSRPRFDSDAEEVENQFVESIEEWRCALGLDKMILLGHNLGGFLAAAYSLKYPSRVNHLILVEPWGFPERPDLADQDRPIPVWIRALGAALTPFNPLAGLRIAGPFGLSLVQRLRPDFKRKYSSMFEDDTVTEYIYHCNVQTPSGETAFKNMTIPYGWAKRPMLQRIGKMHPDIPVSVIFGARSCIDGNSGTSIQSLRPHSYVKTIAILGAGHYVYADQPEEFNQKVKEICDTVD
Exocytosis inh – blocks lytic granule exocytosis; TALL-104 LAMP-1 surface exposure, flow cytometry; cells stimulated with thapsigargin and PMA; inhibition, % at 10 µM; 360,000 compounds, 0.66% hits; AID 651702;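 active = inhibition above about 55%, limit read from the data; inconclusive = no clear call, values can overlap the other calls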
* = called active by the depositor; i = inactive; ? = inconclusive; / = no result given.

SMILES	MC4R antag cAMP	NOD2-RIPK2 inh	N-glyco inh	TLR9-MyD88 inh	aDG glyco up	Vif inh	MC4R ag barr	ABCB6 inh MLPCN	ABHD5 PLIN5 PPI	Exocytosis inh
Cc1nn(CC(=O)NCCc2ccccc2)c(C)c1[N+](=O)[O-]	-2	-4	2	-10	-0.3	15	0.2	100	-1	-3
O=C(CSc1nnc(NC(=O)C2CC(=O)N(c3ccccc3)C2)s1)NC1CCCC1 (stereo unspecified)	0	-4	3	-2	0.0	1	-0.7	96	-4	-11
CCN(CC)c1ccc(NC(=O)c2ccc(S(=O)(=O)N3CCOCC3)cc2)cc1	0	-2	2	-11	0.3	0	0.4	91	3	-7
O=C(CSc1nc(-c2ccccc2)cc(C(F)(F)F)n1)NCc1ccco1	15	-7	-2	-1	0.0	-3	-1.1	97	11	3
Cc1cccc(N2CCN(C(=O)c3ccc(NS(=O)(=O)c4c(C)noc4C)cc3)CC2)c1C	16	7	2	-7	0.3	-22	3.4	94	6	-5
CCN(C(=O)COC(=O)c1ccccc1O)c1nc2ccccc2s1	5	-2	3	8	0.8	11	0.9	97	4	0
Cc1nc(C)c(CCNC(=O)c2ccccc2Br)s1	2	2	0	5	0.1	0	0.5	99	3	-2
Cc1ccc2nc(SCC(=O)Nc3ccc(Br)cc3)nc(=O)n2c1	5	-7	1	6	-0.1	16	1.3	97	4	-1
Cc1cc(NC(=O)CSc2nnc(-c3cccnc3)n2N)no1	19	9	0	-1	0.1	/	0.7	100	-2	-2
CCCC(=O)N(Cc1cc2cc(OC)ccc2[nH]c1=O)c1ccccc1OC	7	-9	0	-11	-0.3	1	-1.7	80	4	-8
COc1ccccc1NC(=O)COC(=O)c1ccc(S(=O)(=O)N2CCCCCC2)cc1	3	-3	0	1	-0.2	2	0.5	98	5	-4
Cc1ccc(C(C2=C(O)CC(C)(C)CC2=O)C2C(=O)CC(C)(C)CC2=O)o1 (stereo unspecified)	14	13	1	1	0.2	37	0.3	100	11	5
CNC(=O)C1CC(=O)N(Cc2ccccc2)C(=Nc2ccc(OC)cc2)S1 (stereo unspecified)	6	5	-1	-1	-0.2	7	-0.9	92	3	0
CCC(=O)N1CCc2cc(Br)cc(S(=O)(=O)N3CCC(C(=O)NC(C)C)CC3)c21	1	-11	2	0	0.0	1	2.3	106	7	1
CCn1c(SCC(=O)c2cc(OC)ccc2OC)nnc1C(C)C	18	5	0	3	0.0	-7	0.6	106	7	1
COc1ccc(OC)c(C2C(C(C)=O)=C(C)Nc3ncnn32)c1 (stereo unspecified)	-2	-1	2	0	0.0	21	-0.7	93	-4	-2
O=C(Nc1ccc(Br)cc1F)c1cccnc1	-3	-15	1	-2	-0.3	-31	-0.6	94	2	2
Cc1ccc(N(C)S(=O)(=O)c2cc3c(cc2C)NC(=O)CO3)cc1	14	-13	-3	5	-0.4	7	-1.6	115	5	-6
c1ccc(-n2nnnc2OCCOc2nnnn2-c2ccccc2)cc1	12	-6	-1	5	0.1	10	0.3	98	4	1
Cc1cc(C)c2nc(SCCc3ccccc3)nc(C)c2c1	-7	4	0	5	0.2	0	-0.4	100	-6	-1
Cc1c(Cc2ccccc2)c(=O)oc2c(C)c(OCC(=O)Nc3ccc(C#N)cc3)ccc12	-4	-1	-3	-9	-0.1	10	-0.3	87	2	1
CN(C)S(=O)(=O)c1cccc(NC(=O)CN(CCO)CC(=O)Nc2cccc(S(=O)(=O)N(C)C)c2)c1	-4	4	0	-5	-0.3	34	0.9	95	2	9
CCOC(=O)CCc1c(C)c2c(C)nn(-c3ccccc3)c2[nH]c1=O	-1	3	2	9	0.1	4	-1.0	98	-2	-1
CC(C)(C)NC(=O)COC(=O)c1ccccc1Nc1ccc(SC(F)F)cc1	24	-3	-4	-7	1.8	1	3.4	100	-5	3
O=C(O)CCC(=O)NNC(=O)COc1ccc(Cl)cc1Cl	-1	-11	-1	/	-0.2	7	-1.0	100	5	0
Cc1cc(O)c(C(=O)/C=C/c2c(F)c(F)c(F)c(F)c2F)c(=O)o1	18	-2	-1	-16	0.2	1	-2.6	111	-2	-5
O=C(NC1CCN(c2ncccn2)CC1)c1cccc(F)c1	7	13	0	1	0.1	-10	-2.8	89	0	-8
CCN(CC(=O)Nc1c(F)cccc1F)C(=O)Cc1ccc(S(=O)(=O)N2CCOCC2)s1	5	-7	1	-4	-0.5	11	-1.5	98	-7	45
COc1ccc(NC(=O)c2cc(OC)c(OC)c(OC)c2Br)cc1OC	3	-3	4	1	-0.3	2	0.3	90	-1	-3
Cc1cnc(-c2nc3ccccc3n2C(C(=O)Nc2c(C)cccc2C)C2CC2)cn1 (stereo unspecified)	/	3	/	/	0.3	/	/	/	1	-4
COCCCNC(=S)N/N=C/c1ccc(OC)c(Br)c1	-7	8	-2	2	0.5	23	-0.5	92	-10	9
COc1cc(CCC(=O)N2CCN(c3ccccc3)CC2)cc(OC)c1OC	4	-7	0	-2	-0.1	8	0.9	98	1	-1
CC(=O)Nc1ccc(NC2=Nc3ccccc3N3C2=Nc2c(c(C)nn2-c2ccccc2)C3c2ccccc2)cc1 (stereo unspecified)	5	0	0	6	-0.9	12	-0.1	90	-4	58*
COc1ccc(NC(=O)Cn2nnc(C(=O)NCc3cccs3)c2N)cc1OC	-3	5	0	10	0.3	-1	-0.3	92	1	-3
CCOc1ccc(CCNC(=O)COC(=O)c2ccc(C)s2)cc1OCC	6	-2	1	1	0.0	16	-0.5	101	1	10
COc1ccc(C(=O)O)cc1S(=O)(=O)NC(C)(C)C	-2	-3	3	5	-0.1	1	1.1	97	2	0
COc1ccccc1CNC(=O)COC(=O)c1ccccc1-c1ccccc1	-4	-2	-2	6	0.0	-14	-0.9	94	2	11
O=C(Nc1ccsc1C(=O)O)c1ccc(Cl)cc1	16	-5	-1	7	0.0	-7	-2.2	96	3	-8
Cc1cccc(N2CCN(c3ccc(N4C(=O)CCCC4=O)cc3[N+](=O)[O-])CC2C)c1 (stereo unspecified)	-1	2	0	-7	0.2	-6	-1.9	102	0	3
O=C(c1cc2c(s1)-c1ccccc1OC2)N1CCCC1	2	15	-2	-4	0.2	1	1.1	102	8	13
Cc1occc1C(=O)N/N=C/C=C/c1ccccc1[N+](=O)[O-]	-2	4	0	-7	-0.1	0	-3.6	97	-3	1
CCOc1ccc(CCNC(=O)CS(=O)(=O)Cc2nc(-c3ccccc3F)oc2C)cc1	4	-4	-1	7	0.1	-9	-1.5	97	-4	2
COCCCNc1nc2c(c(=O)n(Cc3cccc(Br)c3)c(=O)n2C)n1C	7	3	-1	4	0.0	-4	-0.6	100	6	25
Cc1ccc(S(=O)(=O)OCCC2=CC(=O)CCN2Cc2ccccc2)cc1	6	3	-3	-3	-0.1	2	0.3	106	1	0
O=C(Nc1ccc(Cl)c(Cl)c1)N1CCSCC1	4	-5	0	-7	-0.1	3	-1.5	96	4	-3
CCN(C(=O)c1ccc(S(C)(=O)=O)cc1)C12CC3CC(CC(C3)C1)C2	2	-1	1	2	0.0	1	-2.3	97	-4	-2
CC1(C(=O)O)CCCN1C(=O)c1cccc(C(F)(F)F)c1 (stereo unspecified)	1	-20	0	/	-0.1	11	-1.5	i	2	3
O=C(Nc1ccccc1)c1ccc(Br)c(S(=O)(=O)Nc2cccnc2)c1	3	5	1	-2	0.0	-4	-0.3	102	-3	2
Cc1noc(C)c1S(=O)(=O)N(C)C[C@@H]1OCc2cnnn2CCCC(=O)N([C@H](C)CO)C[C@@H]1C	-3	-5	3	4	0.1	-2	-2.6	103	-1	-1
Cc1cc(C)cc(NC(=O)CSc2nc3c(c(=O)n2C)SC(C)C3)c1 (stereo unspecified)	17	2	0	0	0.0	2	0.8	96	-6	0
O=C(Oc1ccc2cccc(OC(=O)N3CCOCC3)c2c1)N1CCOCC1	17	0	2	2	0.3	?	0.8	94	2	1
Cc1ccc(OCCn2cnc3c2c(=O)n(C)c(=O)n3C)cc1	-2	-1	3	6	1.4	-8	3.2	97	4	-7
C=CCNCC(=O)NN=C(c1ccccc1)c1ccccc1	-1	-14	-1	0	0.3	3	-0.8	106	4	-1
Cc1nnc(SCC(=O)NCc2ccc3c(c2)OCO3)s1	10	6	1	0	0.0	/	-0.6	98	8	2
O=C(NCCCN1CCOCC1)c1ccc(CSCc2cccc(Cl)c2)o1	1	-2	-1	3	0.1	-2	-0.2	97	6	-1
COc1cccc(CC2(CO)CCCN(Cc3sc(N4CCCC4)nc3Cl)C2)c1 (stereo unspecified)	-5	1	-4	-7	0.0	-10	-1.4	95	1	0
Cc1ccc(NCc2ccccc2F)cc1	11	-2	-1	-20	-0.2	-7	-1.6	97	0	-4
NNc1nc(Nc2ccc([N+](=O)[O-])cc2)nc(N2CCCCCC2)n1	3	4	-3	-7	0.0	6	-0.4	97	-1	-7
COc1ccc([C@H]2C[C@@H](n3cc(-c4ccc(F)cc4)nn3)[C@H](O)CN2Cc2cccs2)cc1	6	-2	-2	-5	0.2	1	-2.0	98	0	0
COC(=O)c1sccc1NC(=O)/C=C/C(=O)O	6	-12	0	-1	-0.1	?	1.7	95	7	-4

Following part:
SMILES	MC4R antag cAMP	NOD2-RIPK2 inh	N-glyco inh	TLR9-MyD88 inh	aDG glyco up	Vif inh	MC4R ag barr	ABCB6 inh MLPCN	ABHD5 PLIN5 PPI	Exocytosis inh
CCOc1ccc(NC(=O)CNC(=O)c2nn(-c3ccc(OC)c(OC)c3)c(=O)c3ccccc23)cc1	38*	1	-1	-6	-0.2	-10	1.0	92	-1	-2
COc1ccc(CCC(=O)NCc2cnn(C)c2)cc1	7	-6	0	-9	0.0	18	0.0	97	6	-1
O=C(NNC(=S)NC(=O)C12CC3CC(CC(C3)C1)C2)c1ccncc1	0	5	-1	-2	0.3	8	-3.8	96	-9	0
CCN(CC)CCN(C(=O)CCS(=O)(=O)c1ccccc1)c1nc2c(C)cc(C)cc2s1	6	6	-3	-8	0.9	-6	12*	94	18	32
Cc1ccc(CN2CCN(Cc3ccc4cccc(F)c4n3)CC2CCO)cc1 (stereo unspecified)	5	-2	0	-7	0.1	-1	0.5	99	0	15
OC1(CN2CCOCC2)C2CN3CCN(C2)CC1(c1ccccc1)C3 (stereo unspecified)	6	-6	1	-8	0.4	9	0.5	95	0	1

Quoted at random: 3 records from the list.
SMILES	MC4R antag cAMP	NOD2-RIPK2 inh	N-glyco inh	TLR9-MyD88 inh	aDG glyco up	Vif inh	MC4R ag barr	ABCB6 inh MLPCN	ABHD5 PLIN5 PPI	Exocytosis inh
O=C(NNC(=S)NC(=O)C12CC3CC(CC(C3)C1)C2)c1ccncc1	0	5	-1	-2	0.3	8	-3.8	96	-9	0
Cc1ccc(CN2CCN(Cc3ccc4cccc(F)c4n3)CC2CCO)cc1 (stereo unspecified)	5	-2	0	-7	0.1	-1	0.5	99	0	15
CCOc1ccc(NC(=O)CNC(=O)c2nn(-c3ccc(OC)c(OC)c3)c(=O)c3ccccc23)cc1	38*	1	-1	-6	-0.2	-10	1.0	92	-1	-2

An excerpt, so the mix of outcomes need not match the whole.
